Nrf2 activator – Nrf2 pathway activation; Potency, µM (highest dose often 46.1 µM), without a hit: top-dose activation, hits mostly activators; hit rate 0.31% among 410,000; AREc32 ARE-luciferase reporter (MCF7-derived line), luminescence, 24 h; note: potency is the fitted concentration of half-maximal effect; % of control where 0% means no effect; nearly all actives have a fitted effect of over 65% in size
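AREc32 cells carrying an ARE-driven firefly luciferase reporter were seeded at 1000 cells/well in OPTI-MEM with 5% FBS, then exposed to compound for 24 hr at 37 deg C. Luminescence was read with Steady-Glo after 30 min at RT.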
S2 tox – cell viability loss in ATXN counter-screen; S2 cells (HEK-293 line with an ATXN2-luciferase reporter) viability, CellTiter-Fluor protease fluorescence, 24 h; Potency, µM (series often up to 56.7 µM), actives largely listed as cytotoxic; hit rate 0.49% among 400,000; note: potency is the fitted concentration of half-maximal effect; nearly all actives have a fitted effect of over 40% in size
HepG2 viability – counter-screen for TGF-b inhibitors: cytotoxicity in HepG2 cells; Potency, µM (top dose mostly 46.1 µM), for the others: top-dose activity change, negative = cytotoxicity, hits mostly cytotoxic; AID 588856; HepG2 CAGA-GFP viability, ATP luminescence, 18 h; hit rate 0.76% among 410,000; note: potency is the fitted concentration of half-maximal effect; some results filed as inactive show a strong effect at the top dose
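CellTiter-Glo luminescence gave cytotoxicity after 18 hours at 37 degrees C. The cells were HepG2 CAGA-GFP in 1% FBS DMEM, stimulated with 500 pg/mL TGF-beta after compound addition. %Activity was normalised to no-cell wells (complete cell-killing) and DMSO (no toxicity), and curves were fitted and classified.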
CCT modulator – modulators of cytosolic chaperonin (CCT/TRiC) activity | purified chaperonin ATPase assay, HTRF ADP detection, 30 min | hit rate 0.3% among 360,000 | activity change, % (test concentration not listed), hits read low; in the data active = activity change below about -30%; note: % is set by controls: 0 for no effect and ±100 for the full control effect
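First, chaperonin was dispensed at 40 nM or 20 nM final depending on batch activity. Next, compounds were pinned at 76 uM and ATP added at 10 uM. After 30 min at 37 °C, ADP detection reagents ran 30 min at ambient temperature.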
TGFb SMAD3 inh – TGF-b pathway inhibition | HepG2 CAGA-GFP TGF-b/SMAD3 reporter, GFP fluorescence, 18 h; TGF-beta stimulated, 500 pg/mL final | Potency, µM (series often up to 46.1 µM), for inactives: top-dose activity, negative = inhibition, hits mostly inhibitors | hit rate 1.2% among 410,000 | AID 588855; note: potency is the fitted concentration of half-maximal effect; % is set by controls: 0 for no effect and ±100 for the full control effect; nearly all actives have a fitted effect of over 65% in size
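Inhibition of TGF-beta-driven CAGA-GFP reporter expression in HEPG2 cells is measured by cellular GFP fluorescence after 18 h stimulation with 500 pg/mL recombinant TGF-beta in 1% FBS medium at 37 degrees C.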
Mm-Cpn inhibitor – M. maripaludis TRiC chaperonin inhibition. AID 504842. purified Mm-Cpn ATPase, ADP Transcreener TR-FRET. Potency, µM (doses to about 76.9 µM), without a hit: at the highest dose activity, negative = inhibition, hits mostly inhibitors. hit rate 0.031% among 330,000; note: potency is the fitted concentration of half-maximal effect; % is set by controls: 0 for no effect and ±100 for the full control effect; nearly all actives have a fitted effect of over 80% in size
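Purified archaeal Mm-CPN (25nM final) preincubated 10 min at 37degC with compound, then 10uM ATP for 30 min at 37degC; ADP measured by HTRF Transcreener TR-FRET; buffer 30 mM TRIS pH 7.4, 100mM KCl, 5mM MgCl2, 1mM DTT.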
A549 viability – kills or reduces viability of A549 cells in Nrf2 counter-screen; A549 ARE-Fluc cells, CellTiter-Fluor viability, 18-24 h; Potency, µM (highest dose often 46 µM), without a hit: at the highest dose activity change, negative = cytotoxicity, hits mostly inhibitors; hit rate 0.16% among 390,000; AID 504648; note: potency is the fitted concentration of half-maximal effect; % is set by controls: 0 for no effect and ±100 for the full control effect
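A549 ARE_Fluc cells in 5% FBS OPTI-MEM were exposed to compounds in concentration-response for 18-24 h at 37 deg C. Viability was read by CellTiter-Fluor fluorescence (Ex 405/Em 525) after 30 min, before the luciferase read.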
pAkt inh – inhibitors of Akt phosphorylation | Neuro2A IGF-stimulated pAkt S473 HTRF, 20 min; hits give low values | activity change, % for hits at 50 µM | hit rate 0.32% among 360,000 | AID 651550; in the data active = activity change below about -80%; inconclusive = mostly about -51% to -80%; note: % is set by controls: 0 for no effect and ±100 for the full control effect
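Neuro2A cells in DMEM with 0.5% FBS, overnight at 37 deg C, given compound at single 50 µM final, then IGF (6 nM final) for 20 min at 37 deg C. Lysed; phospho-Akt Ser473 by HTRF after 24 h, 665/615 ratio.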
Nrf2 inh – Nrf2 pathway inhibition; A549 ARE-Fluc reporter, luciferase luminescence, 18-24 h; Potency, µM (doses to about 46 µM), for the others: at the highest dose activity change, negative = inhibition, usual class: inhibitors; hit rate 2.1% among 360,000; AID 504444; note: potency is the fitted concentration of half-maximal effect; % is set by controls: 0 for no effect and ±100 for the full control effect; nearly all actives have a fitted effect of over 60% in size
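Two sequential reads on A549 ARE_Fluc cells exposed to compound for 18-24 h: a CellTiter-Fluor fluorescence read for viability, then a luciferase luminescence read for Nrf2/ARE activity.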
* marks the source's active call; other numbers are inactive results; i = inactive; ? = inconclusive; . = not tested or not shown; [ ] = dose if it differs, or a comment. Unless noted, calls come from the whole dose curve; as a rule, active = well fitted curve in the direction sought with a large enough effect; inconclusive = small, poorly fitted or top-dose-only effect, or another doubt; inactive = no such curve, though single readings can be large; an effect the other way counts as inactive or inconclusive. No enrichment for hits; any-hit rate near 4.4%.

item	SMILES	Nrf2 activator	S2 tox	HepG2 viability	CCT modulator	TGFb SMAD3 inh
1	COc1cc(CNCCc2ccccc2)cc(Cl)c1OCc1ccccc1	-2.7%	?	-149%	-1.1	?
2	O=C(NCc1n[nH]c(=S)n1-c1cccc(Cl)c1)c1ccc(S(=O)(=O)N2CCCCC2)cc1	0.0%	i	-2%	-0.4	17%
3	COc1cc(C2c3c(oc4ccccc4c3=O)C(=O)N2c2ccc(C)cn2)ccc1O (configuration not stated)	2.6%	i	-22%	-3.2	-16%
4	CCc1cc2ccccc2nc1SCC(=O)N1CCN(C(=O)c2ccco2)CC1	-0.5%	i	-14%	0.0	-18%
5	CN(Cc1ccccc1)C(=O)COC(=O)C1CCN(S(=O)(=O)c2cccs2)CC1	0.3%	i	-9%	-2.4	-8%
6	C[C@@H](NC(=O)c1nc[nH]c1C(=O)N[C@@H](Cc1ccccc1)C(=O)OCc1ccccc1)c1ccccc1	-0.6%	i	-14%	-1.5	?
7	CCOC(=O)c1cc2c(=O)n3cccc(C)c3nc2n(CCOC)c1=NC(C)=O	5.8%	.	0%	0.2	-4%
8	CC(C)CCN(CCC(C)C)C(CO)(CO)CO	2.0%	i	-8%	-1.3	4%
9	COC(=O)c1ccc(CNC(=O)COC(=O)C23CC4CC(CC(C4)C2)C3)cc1	-0.8%	i	4%	-2.1	1%
10	COCC(=O)Nc1ccc(S(=O)(=O)Nc2nccs2)cc1	0.3%	i	3%	-4.5	2%
11	CC1CCN(Cc2cc(=O)oc3ccc4ccccc4c23)CC1	0.4%	i	24%	0.4	2%
12	O=C(O)/C=C/c1ccc(S(=O)(=O)NCc2cccnc2)cc1	-0.1%	i	2%	-1.4	3%

item	Mm-Cpn inhibitor	A549 viability	pAkt inh	Nrf2 inh
1	1%	?	i	?
2	-3%	-5%	i	8%
3	0%	0%	i	6%
4	-2%	-5%	i	-13%
5	-1%	0%	i	-4%
6	.	16%	i	11%
7	-13%	13%	i	-10%
8	-3%	0%	i	-2%
9	1%	6%	i	2%
10	2%	0%	i	2%
11	-1%	19%	i	-11%
12	0%	5%	i	9%

item	SMILES	Nrf2 activator	S2 tox	HepG2 viability	CCT modulator	TGFb SMAD3 inh
13	O=C(O)CC(c1ccccc1)N1C(=O)c2cccc([N+](=O)[O-])c2C1=O (configuration not stated)	-0.1%	i	-47%	-1.5	14%
14	O=C(NCCc1ccc(Cl)cc1)C1CC(=O)N(C2CCCC2)C1 (configuration not stated)	0.0%	i	2%	0.8	11%
15	O=c1[nH]nc(Sc2ncnc3sccc23)n1CCc1ccccc1	?	i	-11%	1.2	-13%
16	COc1ccc2nc(NC(=O)CSc3n[nH]c(N)n3)sc2c1	3.6%	i	-12%	-1.4	?
17	CC(C)C(=O)Nc1nnc(SCC(=O)NCC2CCCO2)s1 (configuration not stated)	0.0%	i	-10%	-2.8	3%
18	CCN(CC(=O)NCc1cccs1)C(=O)CCC(=O)c1ccc(F)cc1	-0.4%	i	-14%	0.7	-19%
19	Cc1ccccc1N1CCN(S(=O)(=O)c2nnc(NC(=O)CC(C)C)s2)CC1	-0.2%	i	1%	-0.4	-4%
20	Cc1ccc(NC(=O)O/N=C/c2c(C)nn(C(C)(C)C)c2C)cc1Cl	-3.3%	i	-23%	1.4	-11%
21	CCOc1ccc(CCNC(=O)c2nn(C)c3c2CSc2ccc(C)cc2-3)cc1OCC	-0.5%	?	-15%	.	?
22	N#CC(C#N)=C(Nc1ccc(F)cc1)SCc1cccc(F)c1	?	i	-42%	-0.3	?
23	CC(C)Cn1nc(NC(=O)c2ccco2)c2cc3ccccc3nc21	4.9%	i	20%	-2.0	8%
24	O=C(Nc1ccc2c(c1)OCO2)c1cnc(Cl)c(Cl)c1	14%	i	-23%	-2.9	-8%

item	Mm-Cpn inhibitor	A549 viability	pAkt inh	Nrf2 inh
13	-12%	2%	i	3%
14	0%	-1%	i	3%
15	-6%	-5%	-99%*	15µM*
16	0%	-1%	i	2%
17	-4%	-4%	i	-5%
18	1%	-5%	i	-6%
19	1%	-8%	i	-3%
20	1%	1%	i	0.33µM*
21	.	7%	.	.
22	-5%	?	i	4.6µM*
23	-6%	20%	i	16µM*
24	3%	5%	i	23%

item	SMILES	Nrf2 activator	S2 tox	HepG2 viability	CCT modulator	TGFb SMAD3 inh
25	CN1CCc2nc(SCCOc3ccccc3)c(C#N)cc2C1	0.6%	i	-15%	2.5	-18%
26	CCCc1cc(=O)oc2cc(OCC(=O)Nc3cc(C)on3)ccc12	0.5%	i	7%	-2.3	8%
27	CS(=O)(=O)NCC(c1cccnc1)N1CCN(c2ccccc2F)CC1 (configuration not stated)	-1.2%	i	-8%	-0.5	-7%
28	Cc1c(Cl)cccc1NC(=O)CC(Cc1ccccc1)C(=O)O (configuration not stated)	0.1%	i	1%	-0.3	6%
29	CC(=O)c1cccc(NC(=O)COc2cc3oc(=O)c(CC(C)O)c(C)c3cc2Cl)c1 (configuration not stated)	-0.1%	i	0%	-1.7	3%
30	Cc1cccnc1NC(=O)C(C)N1C(=O)c2ccccc2C1=O (configuration not stated)	0.3%	i	-26%	-1.1	3%
31	COc1ccc(NC(=O)CSCC(=O)N2c3ccccc3CCc3ccccc32)cc1	2.6%	?	-24%	-0.8	?
32	Cc1nc2ncnn2c(C)c1Cc1cccc(F)c1	-0.9%	i	5%	-1.9	5%
33	COC(=O)CNC(=O)COC(=O)c1cc(F)c(F)cc1Cl	-1.1%	i	13%	-1.7	0%
34	CCOC(=O)CSc1nnc(-c2cccc(Br)c2)o1	-0.6%	i	1%	0.0	6%
35	O=C(Cc1cccs1)NCc1ccccc1	0.3%	i	10%	-1.5	-4%
36	CCc1cc(C(=O)Nc2cnn(Cc3ccc(F)cc3)c2)no1	3.1%	?	0%	.	-16%

item	Mm-Cpn inhibitor	A549 viability	pAkt inh	Nrf2 inh
25	-12%	?	i	2%
26	3%	2%	i	6%
27	2%	1%	i	-3%
28	0%	1%	i	-9%
29	2%	0%	i	?
30	3%	4%	i	-1%
31	1%	16%	i	-19%
32	4%	-3%	i	18%
33	1%	-12%	i	11%
34	0%	-12%	i	3%
35	1%	7%	i	.
36	.	1%	.	13%

Three compounds from above, sorted by count of non-hydrogen atoms, smallest number first.
item	SMILES	Nrf2 activator	S2 tox	HepG2 viability	CCT modulator	TGFb SMAD3 inh
33	COC(=O)CNC(=O)COC(=O)c1cc(F)c(F)cc1Cl	-1.1%	i	13%	-1.7	0%
26	CCCc1cc(=O)oc2cc(OCC(=O)Nc3cc(C)on3)ccc12	0.5%	i	7%	-2.3	8%
31	COc1ccc(NC(=O)CSCC(=O)N2c3ccccc3CCc3ccccc32)cc1	2.6%	?	-24%	-0.8	?

item	Mm-Cpn inhibitor	A549 viability	pAkt inh	Nrf2 inh
33	1%	-12%	i	11%
26	3%	2%	i	6%
31	1%	16%	i	-19%

Continuation:
item	SMILES	Nrf2 activator	S2 tox	HepG2 viability	CCT modulator	TGFb SMAD3 inh
37	COc1ccccc1CNC(=O)c1cnn(-c2ccc(F)cc2F)c1C1CCN(C(=O)OC(C)(C)C)CC1	3.6%	.	-22%	.	0%
38	CCOc1ccccc1NC(=O)NCc1ccc(F)cc1	-0.1%	i	-4%	2.5	10%
39	Cc1sc2nc3c(C(=O)N4CCCC4)cc(C(=O)c4ccccc4O)cn3c(=O)c2c1C	-0.2%	?	-7%	1.6	0%
40	COc1ccc(C2C(C(=O)Nc3cccnc3)=C(C)Nc3nc(SCc4ccccc4)nn32)cc1 (configuration not stated)	0.2%	i	2%	.	31%
41	Cc1ccc(CN2CCNC(=O)C2CC(=O)N(C)CCc2cnn(C)c2)cc1 (configuration not stated)	-0.4%	i	3%	-0.5	2%
42	CC(C)NC(=O)c1cnc(Sc2ncc(C(F)(F)F)cc2Cl)n1C	-0.5%	i	-49%	-0.4	-5%
43	CCC(=O)Nc1ccc2nc(C)n(CC(=O)Nc3ccccc3)c(=O)c2c1	3.5%	i	14%	2.4	-18%
44	O=C(Cn1cccc1C(=O)c1ccccc1)NCc1ccccc1	0.2%	i	-11%	0.2	25%
45	CC(C)CC(NC(=O)CNC(=O)C1O[C@@H]2OC(C)(C)O[C@@H]2[C@H]2OC(C)(C)O[C@@H]12)C(=O)O (some centres not stated)	-0.4%	i	-2%	-0.5	-19%
46	COc1ccc(C(=O)COC(=O)c2ccc3c(c2)NC(=O)CS3)c(OC)c1	0.8%	i	-3%	1.0	-11%
47	O=C(CN1C(=O)c2ccccc2S1(=O)=O)NC1CCCC1	-0.9%	i	-16%	-0.7	-4%

item	Mm-Cpn inhibitor	A549 viability	pAkt inh	Nrf2 inh
37	.	-15%	.	?
38	-1%	5%	i	-6%
39	5%	-29%	i	-1%
40	.	0%	.	-8%[9.27 µM]
41	-1%	-2%	i	1%
42	1%	-4%	i	-24%
43	0%	0%	i	11%
44	-1%	-1%	i	27%
45	2%[15.4 µM]	0%	i	-3%
46	-18%	7%	i	12%
47	0%	4%	.	19%

Bioassay records as filed in PubChem.
